# HCV core dimer: HCV core protein dimerization inhibition | TR-FRET GST/Flag-core106 dimerization, 1536-well | 300,000 compounds, 0.33% hits | inhibition, % at 5 µM;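 active means inhibition above the mean of all tested compounds plus 3 SD, set per screening campaign, cut at about 45% in these data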
#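 assay system = GST-tagged and Flag-tagged HCV core protein residues 1-106 | controls = unlabelled core106 and no-GST-core106 wells | incubation = compound-protein-antibody incubation 4 h at 22.5 °C | probe or stimulus = Eu donor and XL665 acceptor anti-tag antibodies | read-out = % inhibition based on acceptor/donor emission ratio | signal = TR-FRET 671 and 617 nm emission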
# PP1 inh: counter-screen for PP5 inhibitors: inhibitors of human PP1-alpha | AID 2235 | 320,000 compounds, 0.9% hits | P62136 | purified PP1alpha, OMFP fluorescence | inhibition, % at 6.7 µM;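 active means inhibition above the mean inhibition of all tested compounds plus 3 SD, computed separately for each screening campaign, cut at about 15% in these data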
# Target sequence (P62136 whole entry, looked up): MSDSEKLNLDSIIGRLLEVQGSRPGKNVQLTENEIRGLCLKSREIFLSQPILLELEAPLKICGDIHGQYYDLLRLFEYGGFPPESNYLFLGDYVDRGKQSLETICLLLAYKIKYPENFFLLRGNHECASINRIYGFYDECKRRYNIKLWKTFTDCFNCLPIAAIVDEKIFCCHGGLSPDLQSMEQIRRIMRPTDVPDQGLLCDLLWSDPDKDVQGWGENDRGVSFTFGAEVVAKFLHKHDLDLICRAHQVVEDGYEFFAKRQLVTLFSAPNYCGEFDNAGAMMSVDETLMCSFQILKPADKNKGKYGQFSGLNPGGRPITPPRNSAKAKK
# PP5 primary: inhibitors of human protein phosphatase 5 (PP5); P53041; purified PP5c, OMFP substrate fluorescence; inhibition, % at 6.7 µM; 320,000 compounds, 0.18% hits;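 active means inhibition above the campaign's mean inhibition across all tested compounds plus 3 SD, cut at about 9.5% in these data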;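 further: 0% = DMSO only and 100% = 100 µM cantharidin control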
# ZTA counter: blocks Epstein-Barr virus ZTA, an EBNA-1 counter-screen | P03206 | ZTA-DNA binding, fluorescence polarization | inhibition, % at 11 µM | 320,000 compounds, 0.15% hits; in the data active means inhibition above about 33%
# Target sequence (P03206 whole entry, looked up): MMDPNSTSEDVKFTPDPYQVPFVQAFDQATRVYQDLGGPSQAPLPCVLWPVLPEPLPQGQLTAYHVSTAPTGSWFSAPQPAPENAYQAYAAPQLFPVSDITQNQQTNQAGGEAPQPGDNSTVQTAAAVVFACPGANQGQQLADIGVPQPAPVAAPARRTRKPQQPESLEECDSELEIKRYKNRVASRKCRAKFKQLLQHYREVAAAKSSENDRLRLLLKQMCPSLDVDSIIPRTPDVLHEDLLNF
# EBNA-1 inh: blocks EBNA-1 binding to DNA; EBNA-1 DNA binding, fluorescence polarization; inhibition, % at 14.8 µM; 300,000 compounds, 0.34% hits; AID 1950; in the data active means inhibition above about 28%
# TPT1 inhibitor: inhibitors of Candida albicans tRNA 2'-phosphotransferase TPT1. recombinant caTPT1, FP RNA substrate dephosphorylation. inhibition, % at 5 µM. 300,000 compounds, 0.81% hits;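 active means inhibition above the mean of all tested compounds plus 3 SD, set per screening campaign, cut at about 24% in these data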;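 further: plate controls were DMSO alone for no effect and ferristatin control at 100 nM for full effect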
# Fh CTSL1 inh: blocks F. hepatica cathepsin L1 in PFM18AAP counter-screen; recombinant F. hepatica cathepsin L1, Z-Leu-Arg-MCA fluorescence; inhibition, % at 5.96 µM; 300,000 compounds, 0.49% hits; AID 1906;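 active means inhibition above the mean of all tested compounds plus 3 SD, set per screening campaign, cut at about 17% in these data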;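 further: 0% = plate median of test compound wells and 100% = 1 µM Z-Phe-Ala-diazomethylketone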
# JMJD2C inh: human JMJD2C demethylase inhibition. 330,000 compounds, 0.069% hits. GST-JMJD2C(1-420) H3K9me3 demethylation, DELFIA europium. inhibition, % at 2.35 µM;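 active means more than half of a compound's replicate wells show inhibition beyond 50%, single wells judged on their own value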;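 further: signal counts dimethyl H3K9 product captured on neutravidin plate; 0% = median of DMSO wells and 100% = 0.3 times that DMSO median; strong numbers were not always called active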
# Target sequence (Q9H3R0 1-420 limits assumed): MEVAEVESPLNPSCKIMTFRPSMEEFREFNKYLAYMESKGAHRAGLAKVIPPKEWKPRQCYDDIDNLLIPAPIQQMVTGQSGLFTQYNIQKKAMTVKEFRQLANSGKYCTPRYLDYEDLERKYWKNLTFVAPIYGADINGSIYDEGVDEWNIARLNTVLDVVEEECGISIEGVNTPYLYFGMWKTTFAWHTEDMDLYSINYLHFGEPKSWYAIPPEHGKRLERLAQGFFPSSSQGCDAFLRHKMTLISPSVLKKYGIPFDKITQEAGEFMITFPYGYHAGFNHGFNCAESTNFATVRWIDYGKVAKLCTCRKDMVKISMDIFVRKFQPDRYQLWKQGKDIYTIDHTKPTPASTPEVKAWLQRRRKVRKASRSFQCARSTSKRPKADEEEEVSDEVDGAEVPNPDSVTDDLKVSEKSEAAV
# Yeast superoxide: lowers age-related superoxide in aged yeast cells | S. cerevisiae aged cells, superoxide DHE fluorescence; stronger effect = lower value | AID 2690 | superoxide response (% of plate mean), % at 10 µM | 330,000 compounds, 0.18% hits;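 active means superoxide response under a set limit, about three screen SD below normal, cut at about 65% in these data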;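 further: yeast aged for seven days with compound at 30 °C before DHE staining; 100% = average MFI of all compound-treated wells on the plate with controls excluded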
# An asterisk follows results filed as active; . = no result given.
SMILES,HCV core dimer,PP1 inh,PP5 primary,ZTA counter,EBNA-1 inh,TPT1 inhibitor,Fh CTSL1 inh,JMJD2C inh,Yeast superoxide
COc1ccc(N(C)S(=O)(=O)c2ccc(Cl)c(C(=O)NCCc3ccc(Cl)cc3)c2)cc1,15,-2,4.4,-6,-9,1,-4,-2,122
CC1CCCCN1c1ncnc(N)c1[N+](=O)[O-] (configuration not stated),-3,1,-2.9,-2,1,1,0,-2,81
Cc1ccc(C(=O)N2CC(=O)NC(=O)C2)cc1,-7,2,-3.2,-7,3,0,0,5,94
CCOC(=O)N1CCC(N(CCN(C)C)C(=S)Nc2ccc(OCC)cc2)CC1,-3,-7,-0.5,18,8,-1,3,6,99
CCCCN(C(=O)CCC(=O)OCC(=O)NCc1ccccc1)c1c(N)n(CCC)c(=O)[nH]c1=O,.,0,1.8,-5,.,.,.,5,106
COc1ccccc1NC(=O)COc1ccccc1C(=O)Nc1ccccc1,-1,3,1.9,5,-2,-1,9,0,89
Cc1ncc([N+](=O)[O-])n1CCOC(=O)c1ccccc1,-9,2,3.0,-7,-1,0,-4,-13,114
COc1cc(OC)c(/C=N/NC(=O)c2ccncc2)cc1Br,2,-2,0.2,-12,-12,-3,0,-10,97
Cc1cccc(C)c1NC(=O)CCCn1nc(C)c2c(C)n(-c3ccccc3)nc2c1=O,13,0,-1.1,10,4,1,4,45,128
COCCCNC(=O)c1cccc(C(=O)NCCCOC)c1,0,0,2.9,4,-2,2,-5,-7,100
N#Cc1ccccc1OCC(=O)OCC(=O)c1c[nH]c2ccccc12,.,-1,3.0,0,.,.,.,-2,79
O=C(CSc1nc2c(oc3ccccc32)c(=O)n1CC1CCCO1)NCc1ccccc1 (configuration not stated),1,-5,-1.4,7,-10,1,6,-1,87
O=C(Nc1nc2ccc(S(=O)(=O)N3CCCC3)cc2s1)C1CCCCC1,12,1,6.4,18,1,1,-1,9,81
Cc1nn(C)c(Cl)c1/C=C/C(=O)O,-3,1,-0.7,3,5,-6,3,7,95
O=C(CCc1nnc(Cc2ccc3c(c2)OCO3)o1)N(CC1CCC1)CC1CCCO1 (configuration not stated),2,-4,0.5,-3,-17,-1,4,-5,95
CCc1nc(SCC(=O)Nc2nc3c(s2)CCCC3)c2ccccc2n1,8,3,1.9,4,-22,0,3,-7,86
Cn1c(CCNC(=O)c2ccco2)nc2cc(NC(=O)c3ccccc3Cl)ccc21,8,-1,-0.2,-14,-7,-2,-5,-22,128
COc1cccc(NC(=O)N2CCCc3ccccc32)c1,-3,-1,-1.1,-11,5,-4,-2,1,102
CCN1CCN(C(c2cccc(OC)c2)c2sc3nc(C)nn3c2O)CC1 (configuration not stated),0,-2,1.7,-1,-2,0,2,-6,99
COC(=O)Cc1nc(Nc2ccccc2)sc1C,-7,-2,-0.8,5,6,-2,-2,-14,79
CCC(=O)N1CCc2cc(S(=O)(=O)N3CCc4ccccc43)ccc21,6,1,1.5,-16,14,-2,-2,1,104
CC(C)n1cnc2cc(NCc3nc4ccccc4n3C)ccc21,-13,-3,0.2,-3,4,3,-25,-2,91
Cc1cccc(C(=O)Oc2ccc(/C=N/NC(=O)c3ccccc3O)cc2)c1,10,1,1.1,8,5,0,-3,3,99
COc1ccccc1NS(=O)(=O)c1cc(C(=O)NCC(c2ccc(F)cc2)N2CCOCC2)ccc1C (configuration not stated),-1,1,5.0,-14,-14,-1,6,-19,114
O=C(c1ccccc1)c1ccccc1N1C(=O)C=CC1=O,6,-2,0.5,-5,4,-2,2,5,81
CC(C)c1ccccc1NC(=O)COC(=O)c1cc([N+](=O)[O-])ccc1N1CCOCC1,1,-3,-0.5,1,6,-3,-11,2,107
COc1ccc(CNC(=O)c2ccc(Cl)c(S(=O)(=O)N3CCOCC3)c2)cc1OC,.,-5,-0.1,4,.,.,.,-6,93
COc1cccc(-c2nn(-c3ccccc3)cc2/C=C\C(=O)c2cccs2)c1,12,-1,2.8,8,2,1,-1,-5,83
COc1cc(C=O)ccc1OCCOCCOc1ccc(Cl)cc1,4,3,3.0,-1,1,0,-1,3,91
COc1cccc(C(=O)Nc2nc(SCc3ccc(Cl)cc3)n[nH]2)c1,4,-1,1.1,-6,-2,0,2,12,102

# Some entries already given, limited to PP5 primary and Fh CTSL1 inh.
SMILES | PP5 primary | Fh CTSL1 inh
O=C(Nc1nc2ccc(S(=O)(=O)N3CCCC3)cc2s1)C1CCCCC1 | 6.4 | -1
N#Cc1ccccc1OCC(=O)OCC(=O)c1c[nH]c2ccccc12 | 3.0 | .
CC(C)c1ccccc1NC(=O)COC(=O)c1cc([N+](=O)[O-])ccc1N1CCOCC1 | -0.5 | -11
CCOC(=O)N1CCC(N(CCN(C)C)C(=S)Nc2ccc(OCC)cc2)CC1 | -0.5 | 3
COc1cccc(C(=O)Nc2nc(SCc3ccc(Cl)cc3)n[nH]2)c1 | 1.1 | 2
O=C(c1ccccc1)c1ccccc1N1C(=O)C=CC1=O | 0.5 | 2

# The listing continues:
SMILES,HCV core dimer,PP1 inh,PP5 primary,ZTA counter,EBNA-1 inh,TPT1 inhibitor,Fh CTSL1 inh,JMJD2C inh,Yeast superoxide
Cc1nn(C2CCS(=O)(=O)C2)c(Cl)c1/C=C/C(=O)OCC(=O)Nc1ccccc1[N+](=O)[O-] (configuration not stated),3,-2,-1.9,-8,-8,-2,-12,4,103
OC(c1ccccc1)c1cccnc1 (configuration not stated),-10,-2,2.2,-11,7,-4,3,2,108
COc1cccc(C(=O)Nc2cccc(-c3nnc(-c4ccco4)o3)c2)c1,18,0,2.3,-11,-5,1,3,-4,105
CCCCn1nc2cc(C(=O)NCc3ccc4c(c3)OCO4)ccc2c1OCC,4,0,4.6,-8,-7,4,1,-8,.
CCOC(=O)c1c(S(=O)(=O)N2CCC(C)CC2)c(C)n(C)c1C,-3,3,-0.2,-16,-2,-3,-2,-2,101
O=C1c2ccccc2C(=O)N1CC1c2ccccc2CCN1C(=O)N1CCOCC1 (configuration not stated),-3,2,2.1,-2,-14,-1,-3,6,95
O=C1CCCC2=C1C(c1ccccc1)CC(=O)N2c1ccc(F)cc1F (configuration not stated),-9,1,3.1,-3,7,0,-1,-5,113
CC(C)(Oc1ccc(Cl)cc1)C(=O)NC1CCN(Cc2ccccc2)CC1,-2,-5,1.4,4,-1,-1,1,55,95
CC(NC(=O)CN(C)CC(=O)Nc1cccc(F)c1)c1ccccc1 (configuration not stated),.,-9,2.3,-5,.,.,.,.,104
O=S(=O)(NC(=S)NC1CCCCC1)c1ccc(Cl)cc1,-3,-5,0.6,20,-4,0,-3,2,95
CCN1CCN(c2ccc(NC(=O)c3cccc4ncccc34)cc2)CC1,1,-3,-0.5,13,14,1,10,4,79
CC(=O)Nc1nc2n(n1)C(c1ccc(F)cc1)C=C(c1ccccc1)N2 (configuration not stated),-3,-2,3.0,3,-5,-17,0,8,90
COc1ccc(-n2c3c(cc(C#N)c2=O)C(=O)CCC3)cc1,0,-4,-1.5,-9,0,0,-5,7,98
CCN(CC)S(=O)(=O)c1ccc(Cl)c(C(=O)NCC2CCCO2)c1 (configuration not stated),1,-4,1.8,-5,-4,7,0,-6,115
Cc1cccc(OCC(O)Cn2ccnc2C)c1 (configuration not stated),2,-5,-1.4,0,8,-1,-4,6,104
N#CC1=C(SCc2ccccc2Cl)NC(=O)C(C(N)=O)C1 (configuration not stated),-2,-3,-3.7,13,5,4,0,-6,94
Cc1cccc(OCCNC(=O)CSc2ccc(C(F)(F)F)cc2[N+](=O)[O-])c1,-1,1,4.5,-6,-10,0,3,0,103
C/C(=N\NC1=NCCN1)c1ccccc1,-1,-1,-1.2,2,-1,2,2,-3,93
COCCCNC(=S)N1CCN(c2nc(-c3ccccc3)cs2)CC1,5,4,3.0,3,-2,-1,-1,-1,108
Cc1nc(SCC#N)c2c3c(sc2n1)CCC3,-5,-2,3.3,-7,-4,4,0,14,101
CCC(C)n1c(SCC(=O)Nc2cc(C)on2)nc2ccccc2c1=O (configuration not stated),-5,2,1.6,-4,-4,-5,-6,0,102
CCOC(=O)N/N=C\c1ccc(OC/C=C/c2ccccc2)c(OC)c1,13,-3,1.4,6,-1,2,-2,-17,100
Cc1ccc(S(=O)(=O)c2nc(N3CCOCC3)sc2Cl)cc1,-1,1,1.3,1,4,-2,-8,-3,119
COc1cc(-c2[nH]ncc2CN2CCCC2c2nonc2C)cc(OC)c1OC (configuration not stated),-3,0,2.0,0,6,2,-1,0,92
CCCSc1nc(C)c(C(C)=O)cc1C#N,-3,1,3.9,11,-5,-2,-1,12,150
Cc1ccc(C(=O)NCCc2nc3ccccc3[nH]2)cc1[N+](=O)[O-],-5,2,0.5,1,-7,3,1,0,86
Cc1ccc(C)n1NC(=O)c1ccccc1O,-3,4,2.7,-4,5,1,-1,-1,96
COc1ccc(-n2cc(C(=O)c3cc4ccccc4oc3=O)c(C(C)=O)n2)cc1,-3,2,-0.4,4,0,-3,2,0,111
CCn1c(SCC(=O)c2[nH]c(C)c(C(C)=O)c2C)nnc1-c1cccs1,0,3,4.8,-6,-2,1,-5,2,107
COc1ccc2c(CC(=O)OCC(=O)Nc3ccccc3[N+](=O)[O-])coc2c1,6,0,0.1,14,4,1,-6,7,123
CCOCC(=O)N1CCN(c2cccc(Cl)c2)CC1,3,-6,3.6,2,9,-1,-2,9,96
COc1ccc(-n2cnnc2SCC(=O)N(C)C2CCS(=O)(=O)C2)cc1 (configuration not stated),-13,-6,-3.0,4,0,0,-4,-1,106
CC(C)N(C(=O)Cn1cc(SCC(=O)N2CCCC2)c2ccccc21)C(C)C,-8,5,1.4,-2,-3,-1,4,3,98
COc1ccc(NC(=S)N(C(C)C)C2CCN(C(C)C)CC2)cc1Cl,6,-4,-0.1,14,8,-4,1,-3,104
CCC1C(=O)C(CC)C(c2ccccc2)NC1c1ccccc1 (configuration not stated),-2,-1,-1.1,6,3,1,-2,23,98
COc1ccccc1NC(=O)CCN1C(=O)c2ccccc2S1(=O)=O,0,-3,-2.0,11,-7,-1,-4,-3,96
CN(CC(=O)NCCc1ccc(F)cc1)Cc1ccc(Br)cc1,6,3,3.5,-5,-4,-4,0,1,99
CCOc1ccc(CNC(=O)C2CCCN(S(C)(=O)=O)C2)cc1OC (configuration not stated),-2,-4,0.1,7,-5,5,3,-15,92
O=C(Cn1c(=O)sc2ccccc21)Nc1ccccc1C(=O)O,-5,-1,-0.3,-18,2,2,4,-3,88
COc1cccc(CN(C)CC(=O)Nc2c(C)cccc2C(C)C)c1,0,-2,-1.7,-7,-9,3,-7,-2,89
COc1ccc(F)cc1S(=O)(=O)NCc1cc(=O)n(C)c(=O)n1C,-8,-1,2.0,-16,-6,-2,-1,-1,105
O=Cc1cn(CC(O)CN2CCCCC2)c2ccccc12 (configuration not stated),3,-5,1.4,13,-1,-1,5,1,101
Cc1cc(NC(=O)CSCC(=O)Nc2ccc(Cl)c(C(F)(F)F)c2)no1,-4,0,0.8,-17,2,1,-2,1,100
NC(=O)NOCc1ccccc1,0,-1,-0.5,-9,1,-3,3,9,94
Cc1ccc(C)c(NS(=O)(=O)c2ccc3c(c2)NC(=O)CO3)c1,-2,2,2.5,-13,-6,-4,-1,10,108
Cc1cc(C)cc(N(C(=O)c2ccc3c(c2)OCO3)C2C=CS(=O)(=O)C2)c1 (configuration not stated),-4,3,-2.8,-2,10,0,-2,-11,103
